hIAP act: increases human intestinal alkaline phosphatase activity. P09923. purified human IAP, CDP-Star luminescence, 30 min; stronger effect = higher value; 1 = vehicle-only enzyme, 0 = enzyme-free background. activation factor at 10 µM. hit rate 0.16% among 330,000. AID 2524;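 active = activation factor of the enzyme at least 2-fold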; also: the source names both 10 and 20 µM as test concentration; values of inactives mirror those of a sister screen read the other way
MPTP inh: blocks calcium-induced mitochondrial swelling; isolated mouse mitochondria, Ca2+ swelling absorbance, 30 min; inhibition, % at 10 µM; hit rate 1.4% among 360,000; AID 602449;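 active = inhibition of 50% or more, scaled per plate between neutral and stimulator controls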;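 also: 0% = DMSO wells given calcium and 100% = 1 mM EGTA wells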
mIAP inh: mouse IAP inhibition | hit rate 0.2% among 330,000 | inhibition, % at 10 µM | AID 2806 | purified mouse IAP, CDP-Star luminescence, 30 min;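 active = inhibition of at least 40% at 10 µM in the primary screen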;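 also: plate controls were DMSO with enzyme for no effect and no enzyme wells for full effect; values of inactives mirror those of a sister screen read the other way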
hIAP inh: blocks human intestinal alkaline phosphatase; P09923; purified IAP, CDP-Star luminescence, 30 min; inhibition, % at 10 µM; hit rate 0.12% among 330,000; AID 2544;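 active = inhibition reaching a set limit with compound at 10 µM in the primary screen, cut at about 35% in these data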;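 also: plate controls were DMSO wells with enzyme for no effect and no-enzyme buffer wells for full effect; values of inactives mirror those of a sister screen read the other way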
mIAP activ: increases mouse intestinal alkaline phosphatase activity. muIAP, CDP-Star luminescence, 30 min; stronger effect = higher value; 1 = vehicle-only enzyme signal, 0 = enzyme-free wells. activation factor at 10 µM. hit rate 0.24% among 330,000;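 active = activation factor of at least 2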; also: the source names both 10 and 20 µM as test concentration; values of inactives mirror those of a sister screen read the other way
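System: Mouse IAP enzyme | Also added: CDP-Star substrate | Dosing: Compounds dispensed in DMSO | Schedule: 30 min enzyme-substrate-compound incubation at room temperature | Technique: Chemiluminescence readout | Control set: DMSO-only wells and no-enzyme negative control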
ATG4B inh: inhibitors of human ATG4B cysteine protease. hit rate 0.51% among 340,000. ATG4B cleavage of LC3-PLA2, NBD-HPC fluorescence, 1 h. inhibition, % at 8.33 µM. AID 504462; in the data active = inhibition above about 40%
Target sequence (Q9Y4P1 whole entry, looked up): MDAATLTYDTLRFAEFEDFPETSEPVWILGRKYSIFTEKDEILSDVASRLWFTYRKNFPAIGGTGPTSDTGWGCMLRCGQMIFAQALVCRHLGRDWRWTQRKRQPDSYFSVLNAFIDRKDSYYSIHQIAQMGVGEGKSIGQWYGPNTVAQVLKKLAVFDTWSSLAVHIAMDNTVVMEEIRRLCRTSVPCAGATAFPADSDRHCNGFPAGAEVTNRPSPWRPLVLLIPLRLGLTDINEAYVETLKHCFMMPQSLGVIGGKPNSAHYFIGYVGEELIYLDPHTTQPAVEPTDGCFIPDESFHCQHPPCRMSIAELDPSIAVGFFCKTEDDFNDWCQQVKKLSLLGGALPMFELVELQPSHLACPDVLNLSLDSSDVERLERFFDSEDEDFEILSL
APOBEC3G inh: blocks human APOBEC3G single-stranded DNA deamination; recombinant A3G, ssDNA deamination FAM/TAMRA fluorescence; Q9HC16; inhibition, % at 20 µM; hit rate 0.28% among 330,000;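 active = inhibition of at least 40% at 20 µM, with no more than 30% in the related APOBEC3A deaminase screen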;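 also: plate controls were DMSO wells with A3G for no effect and wells lacking A3G enzyme for full effect; some compounds called inactive have numbers as strong as hits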
Target sequence (Q9HC16 whole entry, looked up): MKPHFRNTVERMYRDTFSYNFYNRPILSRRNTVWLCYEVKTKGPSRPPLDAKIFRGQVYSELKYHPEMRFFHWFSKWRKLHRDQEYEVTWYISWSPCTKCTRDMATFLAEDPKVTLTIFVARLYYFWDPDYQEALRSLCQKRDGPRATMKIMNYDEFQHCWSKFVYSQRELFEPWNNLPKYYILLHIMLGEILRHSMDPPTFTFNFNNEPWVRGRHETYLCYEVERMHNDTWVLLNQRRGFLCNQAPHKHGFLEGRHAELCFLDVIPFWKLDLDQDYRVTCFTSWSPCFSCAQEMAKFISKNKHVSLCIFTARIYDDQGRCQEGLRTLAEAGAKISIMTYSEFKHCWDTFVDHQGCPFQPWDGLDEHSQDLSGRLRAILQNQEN
A3A deaminase: human APOBEC3A DNA deaminase inhibition; recombinant A3A, FAM/TAMRA ssDNA deamination fluorescence; hit rate 0.41% among 330,000; inhibition, % at 20 µM;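 active = at least 40% inhibition at 20 µM here, with at most 30% in a related deaminase screen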;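 also: plate controls were A3A with DMSO for no effect and wells lacking A3A enzyme for full effect; some results filed as inactive read as strong as hits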
Target sequence (P31941 whole entry, looked up): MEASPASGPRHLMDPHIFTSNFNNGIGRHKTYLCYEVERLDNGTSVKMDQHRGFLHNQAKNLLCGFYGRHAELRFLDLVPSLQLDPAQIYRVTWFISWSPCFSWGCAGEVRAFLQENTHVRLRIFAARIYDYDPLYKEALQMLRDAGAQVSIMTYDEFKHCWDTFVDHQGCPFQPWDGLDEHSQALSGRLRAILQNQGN
MIN6 prolif: inducers of beta-cell replication in MIN6 cells | MIN6 cells proliferation, ATPlite luminescence, 48 h; cells starved in 0.2% serum; 100% = growth in 10% serum | proliferation, % at 10 µM | AID 2380 | hit rate 0.29% among 330,000;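 active = compounds whose signal lies at least 3.5 SD above the mean of all wells on their plate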;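 also: 0% = DMSO-treated cells in low-serum medium and 100% = 10% serum control; some compounds called inactive have numbers as strong as hits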
Starred values were filed as active, the others as inactive; / = not tested or not shown. Compounds were not picked by outcome (roughly 3.3% active in at least one column).

cpd	SMILES	MIN6 prolif	hIAP inh	ATG4B inh	hIAP act	MPTP inh	mIAP activ	A3A deaminase	mIAP inh	APOBEC3G inh
1	O=C(CN1C2CCCC1CC(NC(=O)C1CCCCC1)C2)Nc1ccccc1 (stereo not drawn)	-1	-3	7	1	0.3	0.94	-1	6	-4
2	COc1cc(/C=N/NC(=O)c2cc(C34CC5CC(CC(C5)C3)C4)[nH]n2)ccc1O	-2	-25	-23	1.2	-3.6	0.92	0	8	-5
3	O=C(C1CCCO1)N1CCN(C(=S)Nc2cccc(Cl)c2)CC1 (stereo not drawn)	-2	14	4	0.86	0.6	1.1	-4	-12	-11
4	COc1ccc(N(CC(=O)NCc2ccco2)C(=O)CCC(=O)Nc2ccccn2)cc1	1	-12	0	1.1	-2.5	1	4	-3	-4
5	O=C(NCC1CCCO1)c1ccccn1 (stereo not drawn)	-1	1	1	0.99	-0.5	0.93	1	7	0
6	COc1ccc(OCc2cc(C(=O)N(Cc3nccn3C)C(C)C)no2)c2ccccc12	12*	-18	-2	1.2	-1.1	0.91	-4	9	-5
7	COc1ccccc1N(C)S(=O)(=O)c1ccc(C(=O)Nc2nc(C)c(C(C)=O)s2)cc1	0	11	-3	0.89	0.8	0.85	0	15	-5
8	Cc1cc(NC(=O)C(C)Oc2ccc(Cl)cc2Cl)no1 (stereo not drawn)	1	18	-15	0.82	0.3	1	-3	-1	-17
9	Cc1ccccc1Nc1nnc(SCC(=O)NCc2cccs2)s1	-6	2	-7	0.98	0.6	0.94	-3	6	-2
10	O=C(COC(=O)C12CC3CC(CC(Br)(C3)C1)C2)Nc1cccnc1Cl	-1	-17	-5	1.2	-0.8	0.93	4	7	0
11	Cc1nc(Nc2ccccc2)sc1-c1ccccc1	0	-1	12	1	6.1	0.93	0	7	0
12	COc1cc(/C=N/NC(=S)NCc2ccccc2)ccc1OCC#N	0	-1	-11	1	2.3	0.81	2	19	-3
13	CC(=O)c1ccc(NC(=O)c2ccc(C)c(S(=O)(=O)N3CCOCC3)c2)cc1	0	-8	-8	1.1	0.8	0.99	2	1	-2
14	CC(=O)NC(Cc1ccccc1)C(=O)OCC(=O)c1ccc(Cl)cc1 (stereo not drawn)	-2	3	10	0.97	-0.6	1.1	2	-8	1
15	CCn1c(SCC(=O)Nc2nccc(C)n2)nc2ccccc21	-3	-11	-4	1.1	2.0	1.2	1	-24	0
16	CCCn1c(N)c(N(CCOC)C(=O)c2cc3c(s2)CCC(CC)C3)c(=O)[nH]c1=O (stereo not drawn)	-6	1	-9	0.99	-0.3	0.99	2	1	-9
17	CC(C)C(=O)Nc1nnc(SCC(=O)NCc2ccc3c(c2)OCO3)s1	1	-13	12	1.1	0.7	1.1	-3	-8	-5
18	CCCCC[C@H]1CN(Cc2ccccc2)C(=O)[C@@H]1CC(=O)NCc1ccccc1	-6	20	18	0.8	0.7	1.4	2	-35	-3
19	CCCCN(C)c1c(N2CCC(C(=O)OCC)CC2)c(=O)c1=O	2	6	-5	0.94	1.8	0.98	2	2	0
20	CC(=O)N1Cc2ccccc2C(C)CC12CCCC2 (stereo not drawn)	0	7	9	0.93	32	0.99	0	1	-6
21	Cc1cccc(Oc2ccc(NS(=O)(=O)c3ccc(C)c(C(=O)O)c3)cc2)c1	4	9	2	0.91	-1.2	1	-5	-4	-10
22	CC1Cc2nc(SCC(=O)Nc3nccs3)n(Cc3ccccc3)c(=O)c2S1 (stereo not drawn)	0	-19	-10	1.2	-0.9	0.96	0	4	-6
23	COC1(OC)C(/C=C/c2ccc(C)cc2)C(C#N)(C#N)C1(OC)OC (stereo not drawn)	-5	0	-5	1	-0.2	1	1	-2	0
24	O=C1/C(=C\c2cccs2)N=C(c2cccs2)N1Nc1ccccc1	-3	12	-27	0.88	4.7	0.76	-4	24	-4
25	O=C(CSc1nnc(NC2CCCCC2)s1)NC1CCS(=O)(=O)C1 (stereo not drawn)	-4	-6	3	1.1	-1.4	0.95	2	5	-1
26	O=C1C(Cl)=C(Nc2ccccc2O)C(=O)N1CCc1ccccc1	-2	-12	11	1.1	61*	0.78	3	22	-2
27	Cc1cc(=O)cc(C)n1-c1ccccc1N	-1	22	2	0.78	-0.4	1	-2	-3	-3
28	CN(C)CCOC(=O)C12CC3CC(CC(C3)C1)C2	-1	-7	-4	1.1	1.3	0.86	-8	14	-10
29	COc1ccc(CNC(=O)COc2ccc(S(=O)(=O)N3CCOCC3)cc2C)cc1	-1	4	-10	0.96	-2.9	0.95	1	5	-3
30	S=C(Nc1ccc2c(c1)OCO2)Nc1ccccc1Cl	-1	-11	-3	1.1	0.3	0.89	0	11	-5
31	Cc1ccc2c(c1)-n1c(nc3ccccc3c1=O)C(Cc1ccccc1)NC2=O (stereo not drawn)	2	7	/	0.93	/	0.93	-2	7	-8
32	COc1cccc(-n2c(=O)c3sccc3n(CC(=O)NC3CCCC3)c2=O)c1	-2	-2	5	1	-1.5	1.1	-2	-6	-7
33	COc1ccc(NC(=O)CC2C(=O)N(c3ccccc3)C(=O)N2CCc2cccs2)cc1 (stereo not drawn)	1	-6	3	1.1	1.6	1	-1	-4	-4
34	Cc1cc(C2C(=O)CC(=O)CC2c2ccccc2)on1 (stereo not drawn)	-1	2	-2	0.98	-1.6	1	-3	-1	-5
35	CC1=C(CC(=O)c2ccc(Cl)cc2)C(=O)c2ccccc2C1=O	-6	-5	27	1	8.3	0.92	0	8	-4
36	CC(Sc1ccc(Cl)cc1)C(=O)NNC(=O)c1csc(N2CCOCC2)n1 (stereo not drawn)	-2	-94	-7	1.9	0.4	0.94	-1	6	-8
37	OCCC1CN(C/C(Cl)=C/c2ccccc2)CCN1C1CCCC1 (stereo not drawn)	-2	7	7	0.93	0.0	0.89	-5	11	-7
38	Cc1csc(NC(=O)c2ccc(S(C)(=O)=O)cc2)n1	-4	6	-11	0.94	3.0	0.92	2	8	-5
39	CCOc1ccccc1N(CC(=O)N1CCOCC1)S(=O)(=O)c1ccccc1	-2	2	-17	0.98	6.4	1.1	2	-6	1
40	CC(C)C(=O)Nc1ccc(C(=O)Nc2ccc(S(=O)(=O)N3CCOCC3)cc2)cc1	-1	6	-9	0.94	0.1	0.88	-6	12	-6
41	COc1cccc(CC(NC(C)=O)C(=O)NC2CCN(c3nnnn3-c3ccccc3)CC2)c1OC (stereo not drawn)	-1	2	-5	0.98	-0.6	1	-1	-2	-4
42	CCOC(=O)CSc1nnc(CNC(=O)c2ccco2)n1-c1ccc(F)cc1	1	7	3	0.93	-1.4	1	-3	-3	-3
43	O=C(Nc1cc(SCCO)cc([N+](=O)[O-])c1)c1ccc(Br)o1	0	7	-9	0.93	13	0.96	-6	4	-9
44	Cc1cccc(-n2c(SCC(=O)N(C)C3CCS(=O)(=O)C3)nc3ccccc3c2=O)c1C (stereo not drawn)	-4	14	-1	0.86	-1.6	0.98	-2	2	-13
45	COC(=O)c1cccc2c1-c1ccccc1/C2=N\NC(N)=O	-5	-4	-15	1	-0.5	1	-7	0	11
46	CCCn1c(=O)n(C)c(=O)c2c(SCC(=O)NCc3ccco3)nc(C3CC3)nc21	-1	-6	4	1.1	1.2	0.88	3	12	6
47	COc1cc(N/C=C2\CC(=O)NC(C)=C2C#N)cc(OC)c1OC	1	14	6	0.86	-0.4	0.76	20	24	19
48	COc1cccc(CNC(=O)C(=O)NCCC2CCCCN2S(=O)(=O)c2ccc(C)cc2)c1 (stereo not drawn)	-5	-19	-4	1.2	1.4	0.99	6	1	0

Sorted by the number under mIAP activ (descending): some entries from above
cpd | SMILES | hIAP inh | ATG4B inh | hIAP act | MPTP inh | mIAP activ | A3A deaminase | mIAP inh | APOBEC3G inh
45 | COC(=O)c1cccc2c1-c1ccccc1/C2=N\NC(N)=O | -4 | -15 | 1 | -0.5 | 1 | -7 | 0 | 11
44 | Cc1cccc(-n2c(SCC(=O)N(C)C3CCS(=O)(=O)C3)nc3ccccc3c2=O)c1C (stereo not drawn) | 14 | -1 | 0.86 | -1.6 | 0.98 | -2 | 2 | -13
46 | CCCn1c(=O)n(C)c(=O)c2c(SCC(=O)NCc3ccco3)nc(C3CC3)nc21 | -6 | 4 | 1.1 | 1.2 | 0.88 | 3 | 12 | 6

(listing goes on)
cpd	SMILES	MIN6 prolif	hIAP inh	ATG4B inh	hIAP act	MPTP inh	mIAP activ	A3A deaminase	mIAP inh	APOBEC3G inh
49	CCCCc1c(O)nc2ccccn2c1=O	0	-3	6	1	6.3	1	6	-4	0
50	COc1cccc(NC(=S)N2CCC(NC(=O)C3CCCCC3)CC2)c1	-2	7	2	0.93	-1.9	0.93	-4	7	-4
51	COc1ccc(C)cc1NC(=O)CSc1nnc(CC(=O)Nc2ccccc2F)n1C	-3	6	-9	0.94	-0.7	1	5	-3	-2
52	CCOc1ccc(OCCCCOc2ccccc2C(C)=O)cc1	0	9	16	0.91	0.6	0.94	-1	6	-4
53	O=C(Nc1nc(=O)c2ccccc2s1)c1ccc(Cl)cc1	-3	-1	-5	1	-2.4	0.94	7	6	26
54	COc1cc2c(cc1OC)C1(CCCC1)CNC2C (stereo not drawn)	1	-30	5	1.3	0.5	1.1	-8	-11	1
55	Cc1nnc(NC(=O)c2ccc3ccccc3n2)s1	1	-67	-5	1.7	-5.3	0.91	6	9	-2
56	CCOc1ccc2c(=O)c(-c3ccc4c(c3)OCCCO4)c(C)oc2c1	-5	0	-7	1	1.5	1	1	0	-5
57	O=C(OCCNC(=O)c1ccc2ccccc2n1)c1cccnc1	-2	-12	-1	1.1	0.0	0.97	-4	3	-8
58	COc1ccc(NC(=O)CN(c2ccc(C)cc2)S(=O)(=O)c2c(C)nn(C)c2C)cc1	-1	8	7	0.92	0.4	1.1	-8	-7	-9
59	Cc1ccccc1N(CC(=O)N/N=C/c1ccc(Cl)cc1)C(=O)c1ccccc1	-5	-7	-23	1.1	3.1	0.91	-1	9	-1
60	Cc1cccc(C)c1NC(=O)COC(=O)c1ccccc1Nc1ccccc1	4	-10	-4	1.1	1.5	1	1	-2	-2
61	CCCCCOC(=O)Cn1c(SCC(=O)Nc2ccccc2)nc2c1c(=O)[nH]c(=O)n2C	1	-19	-10	1.2	-0.4	0.95	-2	5	-2

Screening data (PubChem BioAssay)
